TEAD-YAP inh: TEAD-YAP interaction inhibition, primary screen, TEAD-YAP interaction inhibitor project, luminescence, HEK-TIYL cells. TEAD-Gal4/YAP UAS-luciferase luminescence. inhibition, % at 9.12 µM. hit rate 1.4% among 640,000; in the data active = inhibition above about 32%;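 note: 0% = median of test compound wells and 100% = reference inhibitor wells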
MITF inh: MITF inhibitors, primary screen, biochemical, AlphaScreen, human; Microphthalmia-associated transcription factor (Homo sapiens), O75030; AlphaScreen MITF homodimerization, bead proximity signal; hit rate 0.91% among 650,000; inhibition, % at 2.6 µM; in the data active = inhibition above about 50%;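 note: 0% = vehicle wells with protein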
Target sequence (O75030 whole entry, looked up): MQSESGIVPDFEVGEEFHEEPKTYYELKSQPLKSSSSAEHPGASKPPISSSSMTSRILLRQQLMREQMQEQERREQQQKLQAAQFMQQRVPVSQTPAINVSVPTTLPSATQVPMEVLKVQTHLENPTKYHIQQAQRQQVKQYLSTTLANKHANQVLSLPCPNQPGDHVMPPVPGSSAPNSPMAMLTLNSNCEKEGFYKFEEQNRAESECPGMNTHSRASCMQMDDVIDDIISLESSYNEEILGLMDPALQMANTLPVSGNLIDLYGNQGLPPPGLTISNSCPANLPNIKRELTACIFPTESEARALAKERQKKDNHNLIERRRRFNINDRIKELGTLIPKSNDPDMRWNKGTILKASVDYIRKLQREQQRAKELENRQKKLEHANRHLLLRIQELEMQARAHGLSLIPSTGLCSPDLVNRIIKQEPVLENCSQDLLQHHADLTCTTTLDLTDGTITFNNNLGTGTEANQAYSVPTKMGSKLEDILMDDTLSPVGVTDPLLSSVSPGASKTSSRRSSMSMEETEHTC
FBW7 activator: FBW7 E3 ligase activators, primary screen, biochemical, AlphaScreen, human | F-box/WD repeat-containing protein 7 (Homo sapiens), Q969H0 | AlphaScreen FBW7–phospho-cyclin E peptide binding, activator screen | normalized activity (activation), % at 26.1 µM | hit rate 0.13% among 650,000 | AID 1259310, 2017; in the data active = normalized activity above about 1.9%;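 note: purified mutant Fbw7 with reduced substrate affinity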
GPR151 ag: activators of human GPR151, primary screen, cell-based, PathHunter beta-arrestin, luminescence; activation, % at 11.2 µM; AID 1508602, 2020; hit rate 1% among 650,000; G-protein coupled receptor 151 (Homo sapiens), Q8TDV0; PathHunter beta-arrestin GPR151 cells; in the data active = activation above about 4.9%;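 note: 0% = median of compound wells and 100% = cells with positive control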
Target sequence (Q8TDV0 whole entry, looked up): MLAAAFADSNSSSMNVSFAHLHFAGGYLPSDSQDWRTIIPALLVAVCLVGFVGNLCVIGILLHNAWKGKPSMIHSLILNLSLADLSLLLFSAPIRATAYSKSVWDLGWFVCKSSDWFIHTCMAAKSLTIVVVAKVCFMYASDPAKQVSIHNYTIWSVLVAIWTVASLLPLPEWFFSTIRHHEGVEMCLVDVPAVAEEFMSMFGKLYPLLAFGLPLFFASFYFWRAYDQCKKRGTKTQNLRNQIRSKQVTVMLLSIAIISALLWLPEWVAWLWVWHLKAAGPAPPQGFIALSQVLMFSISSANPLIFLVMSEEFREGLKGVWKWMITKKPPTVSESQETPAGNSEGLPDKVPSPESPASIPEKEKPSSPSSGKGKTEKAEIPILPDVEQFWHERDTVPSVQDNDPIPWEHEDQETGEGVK
An asterisk follows results filed as active.

SMILES	TEAD-YAP inh	MITF inh	FBW7 activator	GPR151 ag
Cc1ccc(NC(=O)CN2Cc3ccccc3C2=O)cc1	-12	-4	-0.2	-0.7
O=C1CC(NC2CC2)C(=O)N1c1ccc(F)cc1 (stereo not drawn)	4	5	-0.4	1.9
CCc1ccc(Nc2nc(-c3cc4ccccc4oc3=O)cs2)cc1	14	-12	0.2	-0.7
COCCn1c(=O)n(Cc2ccccc2)c2cccnc21	-17	5	0.0	1.3
CC(C)CC(NC(=S)Nc1ccccc1)C(N)=O (stereo not drawn)	-6	-1	0.0	-0.6
Cc1c(Cl)cccc1NC(=S)NCCCN1CCCC1=O	2	10	0.0	-0.1
C=CCNC(=O)c1ccc(-c2cccc(OC)c2)nc1N1CCN(C(=O)c2ccco2)CC1	-3	-1	-0.2	0.0
COc1cc(NC(=O)C2CCN(c3ccc(Nc4ccc(-n5ccnc5)cc4)nn3)CC2)cc(OC)c1OC	-3	9	-0.1	2.0
COc1ccc(C2CC(c3ccc(Br)cc3)=NN2C(=O)CSc2nnc(CNC(=O)c3cccs3)n2C)cc1 (stereo not drawn)	10	-74	-0.1	0.4
COc1ccccc1-n1c(C)c(C)n2c3c(=O)n(Cc4ccccc4)c(=O)n(C)c3nc12	6	12	0.0	-1.1
O=C(CN(CC1CCCO1)C(=O)CNS(=O)(=O)c1ccccc1)NC1CCCCC1 (stereo not drawn)	1	-3	-0.1	0.6
CCc1ccccc1NC(=O)CCC(=O)OCC(=O)c1cccc([N+](=O)[O-])c1	0	9	0.1	-1.1
CCCCOc1ccc(/C=N/NC(=O)Cc2n[nH]c(=O)[nH]c2=O)cc1	3	8	0.8	0.0
S=c1[nH]c2ccccc2n1CCOc1ccc(Cl)cc1	-11	-1	0.4	-1.8
CCNc1nc(NCC)n2c(SCC(=O)c3cccc(Br)c3)nnc2n1	-2	-1	0.0	-1.3
COC(=O)c1ccc(CN2CCOc3ccc(CN4CCC(C(N)=O)CC4)cc3C2)cc1	-3	-2	-0.1	-0.8
O=C(Nc1ccc(CC(=O)N2CCCC2)cc1)c1ccc(F)cc1Cl	-9	5	0.2	0.0
CCOC(=O)C1=C(C)N=c2s/c(=C\c3cn(Cc4ccc(Cl)cc4Cl)c4ccccc34)c(=O)n2C1c1ccc(OC)cc1 (stereo not drawn)	-8	-16	-0.1	-0.6
CCOC(=O)Cn1nc(-c2ccccc2)c(N2CCCCC2)cc1=O	-13	0	0.1	-1.1
C/C(=N\Nc1cc(C(F)(F)F)nc(-c2ccccc2)n1)c1cccc(N)c1	14	-3	0.0	-0.5
CN(C(=O)CCc1nc(-c2ccccc2F)no1)c1ccc(Cl)cc1	-2	12	0.3	-1.3
COc1cccc(N(CC(=O)NCCC2=CCCCC2)S(C)(=O)=O)c1	8	2	-0.1	-0.2
CN(c1ccc(C(=O)NC2CC3CCC2C3)cc1)S(=O)(=O)c1ccccc1 (stereo not drawn)	-4	15	-0.1	-0.7
C=CCSC1=C(C#N)C(c2ccccc2OCC)C(C#N)C(=O)N1 (stereo not drawn)	-3	-3	0.0	-0.2
CC1=C(C(=O)Nc2cccc(C(F)(F)F)c2)C(c2ccc(O)c(Cl)c2)NC(=O)N1 (stereo not drawn)	3	0	-0.1	1.0

Brought forward from above: 3 entries; new compounds follow.
SMILES	TEAD-YAP inh	MITF inh	FBW7 activator	GPR151 ag
CN(c1ccc(C(=O)NC2CC3CCC2C3)cc1)S(=O)(=O)c1ccccc1 (stereo not drawn)	-4	15	-0.1	-0.7
C=CCSC1=C(C#N)C(c2ccccc2OCC)C(C#N)C(=O)N1 (stereo not drawn)	-3	-3	0.0	-0.2
CC1=C(C(=O)Nc2cccc(C(F)(F)F)c2)C(c2ccc(O)c(Cl)c2)NC(=O)N1 (stereo not drawn)	3	0	-0.1	1.0
Cc1c(C(=O)Nc2cc(Sc3ccc(F)cc3)cc([N+](=O)[O-])c2)sc2ncn(Cc3cccc(F)c3)c(=O)c12	10	4	0.0	-0.6
Cn1cnc2c(=O)[nH]c(N)nc21	12	-7	0.1	-0.5
Nc1c(C(=O)c2ccc(F)cc2)oc2ccccc12	-24	9	0.3	-0.7
CCOC(=O)c1cc(-c2ccccc2)sc1NC(=O)C(C)(C)C	-6	11	0.8	1.6
O=C(c1ccc2c(=O)n(-c3cc(C(F)(F)F)ccc3Cl)c(=S)[nH]c2c1)N1CCc2ccccc2C1	1	9	0.1	0.1
CC(C)OC(=O)c1cccc(NC(=O)c2ccc(Br)cc2)c1	-44	-14	0.2	0.6
C=C(C)[C@@H]1CC=C(CN2CCC3(CC2)CC3C(=O)N2CCCN(C)CC2)CC1 (stereo partly drawn)	11	-9	-0.2	0.1
O=C1CCN(Cc2cccc(OCCO)c2)CCN1Cc1cccc(C(F)(F)F)c1	5	-1	0.0	1.7
CC(C)C(=O)NCCc1nnc2n1CCN(Cc1ccc(C(C)C)cc1)CC2	-21	7	0.2	0.9
CC(=O)N1CCN(C(=O)c2c(Cl)nc3sccn23)CC1	6	-4	0.1	-0.2
COc1cc(C2NC(=O)NC(C)=C2C(=O)Nc2cccc(C)c2)ccc1O (stereo not drawn)	-2	2	-0.1	-0.2
CCOC(=O)c1c(NC(=O)CSc2nnc(CNC(=O)c3ccc(Cl)cc3Cl)n2C)sc2c1CCCC2	-13	2	-0.1	-1.3
COc1ccc2ccccc2c1C1NC(=S)NC(C)=C1C(N)=O (stereo not drawn)	-1	-6	0.0	0.5
CCN(CC)c1nc(NCCCN2CCCC2=O)nc(NCCN(C(C)C)C(C)C)n1	-12	11	0.5	-2.4
CSc1ncc(C(=O)Nc2cc(C)ccc2C)c(C)n1	-16	6	-0.1	0.2
O=c1c(CN2CCCCC2)coc2ccc(Cl)cc12	-7	2	-0.1	-1.0
O=C(O)C(Oc1ccccc1-n1cccc1)c1ccccc1 (stereo not drawn)	4	-17	0.0	6.4*
CCc1ccc(NC(=O)CSc2nnc(CC)c(CC)n2)cc1	13	0	0.1	1.9
O=C(NCCO)C(=O)NCC(c1cccs1)S(=O)(=O)c1ccccc1 (stereo not drawn)	-1	2	-0.1	4.9*
N#Cc1c(NCc2ccccc2)cc[nH]c1=S	-16	6	0.0	1.3
COc1ccc(Cl)cc1C(=O)N/C(=C\c1cccc([N+](=O)[O-])c1)C(=O)Nc1cc(C)cc(C)c1	-6	3	-0.2	-1.4
CC(=O)Nc1ccc(Nc2ccnc(N3CCCC3CO)n2)cc1 (stereo not drawn)	-1	1	0.1	0.4
OCC1CCCCN1C(=S)Nc1cccc(Cl)c1 (stereo not drawn)	4	6	0.1	1.5
CCCCOc1cccc(NC(=O)CSC2=C(C#N)C(c3ccccc3)C(C(=O)Nc3ccccc3)=C(C)N2)c1 (stereo not drawn)	10	3	-0.1	2.9
CCOC(=O)c1sc(NC(=O)CSc2nnc(CNC(=O)c3cccc(OC)c3)n2Cc2ccccc2)c(C(=O)OCC)c1C	-3	-6	0.0	1.9

Arranged by molar mass (ascending): some entries from above.
SMILES	TEAD-YAP inh	MITF inh	FBW7 activator	GPR151 ag
Nc1c(C(=O)c2ccc(F)cc2)oc2ccccc12	-24	9	0.3	-0.7
O=C(O)C(Oc1ccccc1-n1cccc1)c1ccccc1 (stereo not drawn)	4	-17	0.0	6.4*
CC(=O)Nc1ccc(Nc2ccnc(N3CCCC3CO)n2)cc1 (stereo not drawn)	-1	1	0.1	0.4

(cont.)
SMILES	TEAD-YAP inh	MITF inh	FBW7 activator	GPR151 ag
CCCS(=O)(=O)N1CCN(C(=O)c2ccccc2[N+](=O)[O-])CC1	-7	-4	0.2	-0.9
COC(=O)c1ccccc1S(=O)(=O)Nc1cccc(Oc2cnccn2)c1	4	7	-0.1	1.6
COc1ccc(NC(=O)N2CCN(C/C=C/c3ccccc3)CC2)cc1OC	12	13	-0.2	14*
COc1ccc2c(c1)S/C(=C/C(=O)c1ccncc1)N2C	-43	13	0.0	-0.1
O=c1nc(/C=C/c2cccc(O)c2)cc(C(F)(F)F)[nH]1	11	14	0.0	0.6
CCC(C(=O)OC)(C(=O)OC)C(CC)(C(=O)OC)C(=O)OC	13	-1	0.1	-0.4
Cc1occc1C(=O)N/N=C\c1ccccc1O	-11	18	0.0	-8.5
O=C(NCc1ccco1)c1ccc(-c2ccccc2)cc1	-32	9	-0.1	-1.1
COc1ccccc1NC(=O)C1CC(=O)OC12CCCCC2 (stereo not drawn)	0	3	-0.1	0.3
CSc1ccc(/C=C/C(=O)OCC(=O)c2ccc[nH]2)cc1	-6	-8	0.7	-0.5
CCc1ccc(C2C3=C(Nc4c2c(=O)n(C)c(=O)n4C)c2ccccc2C3=O)cc1 (stereo not drawn)	-6	-1	-0.1	-0.4
O=[N+]([O-])c1ccc2c(c1)C=C1CCCCC1(NC1CCCCC1)O2 (stereo not drawn)	12	13	0.0	-1.1
COc1ccc(N=Cc2cc([N+](=O)[O-])cc([N+](=O)[O-])c2O)cc1Cl	10	-2	-0.1	-0.5
O=C(Cc1ccccc1Cl)N1CCN(c2cc(N3CCCCC3)ncn2)CC1	29	12	0.6	0.0
O=C(COc1cccc(F)c1)Nc1ccc2[nH]c(=O)[nH]c2c1	5	6	-0.1	0.9
COc1cc(NC(=S)NCc2ccc(F)cc2)cc(OC)c1	4	-16	0.0	2.3
COc1ccccc1CNC(=O)CCS(=O)(=O)c1ccc2nc(C)sc2c1	12	3	-0.2	-0.7
CCN(CC)S(=O)(=O)c1cccc(N=Nc2c(O)[nH]c(=S)[nH]c2=O)c1	-8	4	-0.1	-1.8
CN(C)c1ccc(/C=c2\sc3nncn3c2=O)cc1	1	-2	0.0	-1.6
Cc1ccc(NS(=O)(=O)c2ccc(NC(=O)C(C)(C)C)cc2)c(C)c1	-4	-3	-0.1	0.5
Cc1ccc(C)c(NC(=O)CN(c2cc(Cl)ccc2C)S(C)(=O)=O)c1	-3	0	0.1	0.0
COc1cccc(OCC(=O)O/N=C(\N)c2ccc([N+](=O)[O-])cc2)c1	-2	-8	-0.2	0.7
N#CCCS(=O)(=O)c1ccc2[nH]c(=O)c(=O)[nH]c2c1	-4	4	0.0	4.3
CN(CCOC(=O)COc1ccc(Cl)cc1)C(C)(C)C	2	-3	-0.2	-0.3
COCCCNC(=O)C(=O)Nc1ccccc1F	-29	7	0.0	-2.8

Profiles, looked up by structure. Screens in order: TEAD-YAP inh, MITF inh, FBW7 activator, GPR151 ag
`CN(CCOC(=O)COc1ccc(Cl)cc1)C(C)(C)C` reads 2, -3, -0.2, -0.3
`O=[N+]([O-])c1ccc2c(c1)C=C1CCCCC1(NC1CCCCC1)O2` (stereo not drawn) reads 12, 13, 0.0, -1.1
`COc1ccc(NC(=O)N2CCN(C/C=C/c3ccccc3)CC2)cc1OC` reads 12, 13, -0.2, 14*
`Cc1ccc(NS(=O)(=O)c2ccc(NC(=O)C(C)(C)C)cc2)c(C)c1` reads -4, -3, -0.1, 0.5
`COc1ccccc1NC(=O)C1CC(=O)OC12CCCCC2` (stereo not drawn) reads 0, 3, -0.1, 0.3

New compounds follow.
SMILES	TEAD-YAP inh	MITF inh	FBW7 activator	GPR151 ag
O=C(O)Cc1ccc(NC(=O)c2cc3ccccc3oc2=O)cc1	20	0	-0.1	-4.1
C=Cc1ccc(Cn2c(C)c(CNCc3cc(OC)ccc3OC)c(C(=O)O)c2C)cc1	13	-1	-0.2	0.9
O=C(c1nn2c(C(F)(F)F)cc(-c3ccc(Br)cc3)nc2c1Cl)N1CCOCC1	3	-4	0.1	0.9
COc1ccc(CC(=O)OCC(=O)/C=C2/N(C)c3ccccc3C2(C)C)cc1	-1	-2	0.2	-1.5
CCOC(=O)Nc1sc2c(c1C(=O)OC)CCCCCC2	2	11	0.1	-0.4
O=C(CCc1nnc(C2CCCCC2)o1)NCc1ccsc1	-7	-15	0.1	1.6
Cn1c(=O)cc(OCCCC(=O)NCC2(c3ccccc3)CCCC2)c2ccccc21	-1	-8	0.1	-0.4
c1ccc2[nH]c(CSc3nc4ncccc4[nH]3)nc2c1	-6	13	0.0	0.0
COc1cccc(C2NC(C)(C(=O)O)C3C(=O)N(c4cccc(Cl)c4)C(=O)C23)c1O (stereo not drawn)	-12	4	-0.3	1.1
COC(=O)CNC1CCCN(c2nc(C)c3cc(F)ccc3n2)CC1 (stereo not drawn)	2	-3	0.1	1.4
CCN1CCN(C(c2cccc(Cl)c2)c2sc3nc(C)nn3c2O)CC1 (stereo not drawn)	4	16	0.1	0.1
CCOC(=O)c1c(NC(=O)c2ccccc2C)sc(C(=O)Nc2cccc(Cl)c2C)c1C	0	-6	0.0	-0.3
O=C(Nc1ccccc1C(F)(F)F)c1cc(S(=O)(=O)N2CCCCCC2)ccc1F	-17	-14	-0.2	0.6
CCOC(=O)C1(Cc2ccccc2Cl)CCN(C2CCOCC2)CC1	10	10	0.2	0.0
O=C(Oc1ccc(Cl)cc1Cc1ccccc1)C12CC3CC(CC(C3)C1)C2	6	12	0.7	0.4
CCOC(=O)c1ccc(NC(=O)c2nn(C)cc2Br)cc1	-12	12	0.4	-2.8
COc1ccc(S(=O)(=O)N2CC(C(=O)O)Oc3ccccc32)cc1 (stereo not drawn)	1	-10	0.0	3.9
CN(C)C(NC(=O)c1ccccc1Cl)C(Cl)(Cl)Cl (stereo not drawn)	6	-1	0.3	-0.2
CC(=O)Oc1ccc(C2(C)CC(C)(C)NC(=S)N2)c(OC(C)=O)c1 (stereo not drawn)	-5	-11	0.2	0.0
S=C(Nc1ccccc1)NC12CN3CN(CN(C3)C1)C2	16	-26	0.0	1.2
COc1ccc(Cc2nc(-c3ccccn3)no2)cc1	-31	-5	0.0	-2.3
